DT40 TDP1 no CPT: qHTS for Inhibitors of human tyrosyl-DNA phosphodiesterase 1 (TDP1): qHTS in cells in absence of CPT | DT40 Tdp1-/- hTDP1 cells, no CPT, ATP luminescence, 48 h | hit rate 15% among 420,000 | Potency, µM (titrated, usually from 46.2 µM), for inactives: at the highest dose activity change, negative = growth inhibition, hits mostly inhibitors; note: nearly all actives have a fitted effect of over 55% in size
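Stably hTDP1-transfected Tdp1-null chicken DT40 cells were treated with library compounds minus camptothecin and grown for at least 48 hr at 37 °C, after which cellular ATP was quantified by luminescence.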
TDP1 inh: inhibitors of human tyrosyl-DNA phosphodiesterase TDP1; Q9NUW8; recombinant TDP1, AlphaScreen DNA substrate cleavage; Potency, µM (titrated, usually from 130 µM), inactives show at the highest dose activity change, negative = inhibition, usual class: inhibitors; hit rate 0.28% among 350,000; note: nearly all actives have a fitted effect of over 40% in size
Target sequence (Q9NUW8 whole entry, looked up): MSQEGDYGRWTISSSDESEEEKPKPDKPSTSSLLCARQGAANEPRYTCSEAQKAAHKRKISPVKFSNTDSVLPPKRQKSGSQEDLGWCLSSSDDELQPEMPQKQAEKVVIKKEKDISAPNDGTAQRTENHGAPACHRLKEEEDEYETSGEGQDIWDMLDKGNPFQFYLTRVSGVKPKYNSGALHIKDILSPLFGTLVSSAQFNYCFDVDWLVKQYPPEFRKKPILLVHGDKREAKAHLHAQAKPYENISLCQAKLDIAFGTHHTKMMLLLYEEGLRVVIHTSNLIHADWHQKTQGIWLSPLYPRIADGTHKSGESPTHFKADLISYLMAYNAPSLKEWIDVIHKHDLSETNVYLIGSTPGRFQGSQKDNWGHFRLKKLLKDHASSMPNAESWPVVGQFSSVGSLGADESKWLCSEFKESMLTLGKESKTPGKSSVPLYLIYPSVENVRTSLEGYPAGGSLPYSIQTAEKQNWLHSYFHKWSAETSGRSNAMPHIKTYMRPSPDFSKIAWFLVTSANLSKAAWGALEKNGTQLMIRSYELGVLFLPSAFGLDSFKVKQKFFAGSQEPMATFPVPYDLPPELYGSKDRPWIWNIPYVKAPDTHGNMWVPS
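Enzyme-compound mixtures sat 15 min at room temperature, followed by a 5 min reaction with 15 nM final substrate and 10 min with AlphaScreen beads. Recombinant human Tdp1 was used at 1 nM final.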
DT40 TDP1 CPT: DT40-hTDP1 cell growth loss with CPT; hit rate 12% among 420,000; chicken DT40 Tdp1-/-;hTDP1 cells + 20 nM CPT, ATP luminescence, 48 h; Potency, µM (doses to about 46.2 µM), for the others: top-dose activity change, negative = growth inhibition, most hits filed as inhibitors; AID 686979; note: nearly all actives have a fitted effect of over 55% in size
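Chicken DT40 Tdp1-/- cells stably complemented with human TDP1 were seeded at 400 cells/well in medium containing 20 nM camptothecin, exposed to pin-transferred compounds, and grown at 37 °C for at least 48 hr. Viability was read as ATP luminescence.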
Starred values were filed as active, the others as inactive; ? = inconclusive; / = not tested or not shown; & = joins results of further samples; [ ] = another dose, or the depositor's remark. Calls come from the whole dose curve; as a rule, active = well fitted curve in the direction sought with a large enough effect; inconclusive = small, poorly fitted or top-dose-only effect, or another doubt; inactive = no such curve, though single readings can be large; an effect the other way counts as inactive or inconclusive. % is set by controls: 0 for no effect and ±100 for the full control effect; potency is the fitted concentration of half-maximal effect.

SMILES | DT40 TDP1 no CPT | TDP1 inh | DT40 TDP1 CPT
Cc1ccc(S(=O)(=O)N/N=C\c2ccc(Cl)c([N+](=O)[O-])c2)cc1 | -16% | 3% | ?
CN(Cc1cn(Cc2ccc(F)cc2)nn1)C1CN(Cc2cn(Cc3ccc(F)cc3)nn2)S(=O)(=O)C1 (stereo not given) | -22% | / | -26%
Cc1ccc(NC(=O)C2COc3ccccc3O2)c(C)c1 (stereo not given) | -21% | / | -17%
CC1(OC(=O)C2CCCC2)C(=O)C=C2C=C(c3ccsc3)N(C3CC3)C=C2C1=O (stereo not given) | -27% | 7%[21 µM] | ?
O=C(CN1CCN(Cc2cccc(Cl)c2)C1=O)NCC1CCCO1 (stereo not given) | -10% | -1% | -18%
CCn1c(CC(=O)Nc2ccccc2F)nnc1SCC(=O)NC1CCCCC1 | -8% | 3%[0.0935 µM] | -9%
Cc1ccccc1C(=O)Nc1c(C(=O)N2CCCC2)cnn1-c1ccccc1 | -6% | 3% | -6%
Brc1ccc(-c2nn[nH]n2)cc1 | -11% | / | -19%
S=C(NCc1ccco1)N1CCN(C(c2ccccc2)c2ccccc2)CC1 | ? | 8% | ?
CCOc1ncccc1C(=O)Nc1c(C)n(C)n(-c2ccccc2)c1=O | -2% | 2% | 4%
CC1CC1C(=O)Nc1nc2ccc(S(C)(=O)=O)cc2s1 (stereo not given) | ? | 13% | -6%
Cc1cccc(-n2ccc(=O)c(C(=O)O)n2)c1 | -1% | / | 22%
CCCCOc1ccc(Cn2c(=O)sc3ccccc32)cc1 | ? | -15% | ?
O=C1/C(=C/c2cccc(O)c2)SC(=S)N1CC1CCCO1 (stereo not given) | ? | 7% | ?
O=C(COC(=O)/C=C/c1ccc(S(=O)(=O)N2CCOCC2)cc1)NCc1ccccc1 | 13µM* | -8% | 7.3µM*
O=C(c1ccc(Cl)c(S(=O)(=O)N2CCCCCC2)c1)N1CCCC(C(F)(F)F)C1 (stereo not given) | ? | -2% | ?
CCOC(=O)c1ccc(-c2cccc(-c3cc(=O)oc4cc(OC)cc(OC)c34)c2)cc1 | ? | 4% | ?
COc1cccc(C#CC2=CC(=O)C[C@H](c3ccc(F)cc3)C2)c1 | 8.2µM* | / | 13µM*
CCCCN(C(=O)c1[nH]c(C)c(C(=O)OCC)c1C)c1c(N)n(CCCC)c(=O)[nH]c1=O | -9% | -4%[0.505 µM] | -5%
CN(C)S(=O)(=O)c1ccc(C(=O)OCCN=C2NS(=O)(=O)c3ccccc32)cc1 | -26% | / | -2%
COc1ccc(N2CCN(C(=O)COC(=O)Cc3ccc(F)cc3)CC2)cc1 | -16% | 1% | -15%
COC(=O)c1cc(NC(=O)CC2C(=O)OCCN2Cc2ccccc2)cc(C(=O)OC)c1 (stereo not given) | -1% | 7% | 2%
CCN(CC(=O)Nc1c(F)cccc1F)C(=O)CCOc1ccccc1 | 5% | -2% | -6%
CC(=O)NC1CC2CCCC(C1)N2CC(=O)Nc1ccccc1 (stereo not given) | 2% | 3% | 0%
CCC[C@@H]1C[C@@H](C(=O)N[C@@H]([C@H]2O[C@H](SC)[C@H](OP(=O)(O)O)[C@@H](O)[C@H]2O)[C@H](C)Cl)N(C)C1 | -4%&-15% | / | -5%&-23%

A different layout for part of the listing above.
Each structure is followed by: DT40 TDP1 no CPT	TDP1 inh	DT40 TDP1 CPT
O=C(CN1CCN(Cc2cccc(Cl)c2)C1=O)NCC1CCCO1 (stereo not given)
 : -10%	-1%	-18%
CCOc1ncccc1C(=O)Nc1c(C)n(C)n(-c2ccccc2)c1=O
 : -2%	2%	4%
O=C(COC(=O)/C=C/c1ccc(S(=O)(=O)N2CCOCC2)cc1)NCc1ccccc1
 : 13µM*	-8%	7.3µM*
CCC[C@@H]1C[C@@H](C(=O)N[C@@H]([C@H]2O[C@H](SC)[C@H](OP(=O)(O)O)[C@@H](O)[C@H]2O)[C@H](C)Cl)N(C)C1
 : -4%&-15%	/	-5%&-23%
CC1(OC(=O)C2CCCC2)C(=O)C=C2C=C(c3ccsc3)N(C3CC3)C=C2C1=O (stereo not given)
 : -27%	7%[21 µM]	?
O=C(c1ccc(Cl)c(S(=O)(=O)N2CCCCCC2)c1)N1CCCC(C(F)(F)F)C1 (stereo not given)
 : ?	-2%	?

One compound at a time (already shown):
Results for `CCCCOc1ccc(Cn2c(=O)sc3ccccc32)cc1` = DT40 TDP1 no CPT = ?; TDP1 inh = -15%; DT40 TDP1 CPT = ?
Results for `O=C1/C(=C/c2cccc(O)c2)SC(=S)N1CC1CCCO1` (stereo not given) = DT40 TDP1 no CPT = ?; TDP1 inh = 7%; DT40 TDP1 CPT = ?

New compounds follow.
SMILES | DT40 TDP1 no CPT | TDP1 inh | DT40 TDP1 CPT
Cc1ccc(S(=O)(=O)N2CCC(C(=O)OCC(=O)N(Cc3ccccc3)C(C)(C)C)CC2)cc1C | ? | / | ?
CCCNC(=O)Cn1c(=O)n(CC(=O)N2CCCCC2)c(=O)c2sccc21 | 14% | 0% | -7%
O=C(CC(=O)Nc1cccc(Cl)c1)N/N=C\c1ccccc1 | 0.29µM* | -3% | ?
CCCc1cc(C(=O)Nc2ccc(C)cc2)no1 | 6% | 1% | -13%
C=CCn1c(SCC(=O)Nc2ccc3c(c2)OCO3)nnc1-c1cc(Br)ccc1O | ? | 2% | ?
CCOCCCNC(=O)c1ccc2c(=O)n(Cc3ccc4c(c3)OCO4)c(=S)[nH]c2c1 | -3% | 0% | -1%
COc1ccc(NC(=O)CSc2ccc(F)cc2)cc1S(=O)(=O)N1CCCCC1 | -85% | -1% | 21µM*
COCC(=O)N(C)[C@H]1C[C@H]2c3[nH]c4ccccc4c3CCN2C(=O)[C@H]1[C@H](C)O | ? | / | -20%
CCOc1ccc(-c2ccc(CO)o2)cc1N | -14% | 1% | 4%
COc1ccc(-n2cc(CN3CCC(OC)CC3)c(-c3cccc(F)c3)n2)cc1 | 1% | -3% | -1%
OCCC1CN(CCCc2ccccc2)CCN1Cc1ccc(F)cc1 (stereo not given) | -25% | / | 0%
Cc1ccc(NC(=O)CNC(=O)c2ccco2)cc1Cl | -4% | 4% | -14%
Cc1ccc(NC(=O)c2ccc(COc3ccccc3)o2)nc1 | -1% | -5% | -6%
COc1cccc(N2CCN(C(=O)c3ccc4c(=O)n(CCc5ccccc5)c(=O)[nH]c4c3)CC2)c1 | 7.3µM* | 0% | 15µM*
CCOC(=O)c1[nH]c2ccccc2c1NC(=S)Nc1cccc(C)c1 | -16% | 0% | -17%
NC(CCC(=O)NCS(=O)(=O)O)C(=O)O (stereo not given) | -13% | 3%[56.1 µM] | -24%
CC(NCCN(C)C)C(=O)C12CC3CC(CC(C3)C1)C2 (stereo not given) | -2% | / | 4%
O=C(NC(=S)N1CCCCC1CO)C12CC3CC(CC(C3)C1)C2 (stereo not given) | 0% | / | -27%
CCn1c(SCC(=O)O)nc2sc3c(c2c1=O)CCC3 | -3% | / | -6%
Cc1nc2cc3c(cc2s1)OCO3 | -8% | / | 12%
O=C(Nc1ccc(N2CCN(C(=O)c3ccc(Cl)cc3)CC2)cc1)c1cc2ccccc2o1 | -19% | 6% | ?
COc1cc(OC)cc(C(=O)OC/C(O)=C(\C#N)c2nc3ccccc3[nH]2)c1 | ? | 6% | ?
O=C(COc1ccc2c3c(c(=O)oc2c1)CCCC3)N1CCN(c2ccccc2)CC1 | ? | 5% | ?
O=C(CC12CC3CC(C1)CC(CC(=O)NC1=NCCS1)(C3)C2)NC1=NCCS1 | -4% | 3% | -2%
O=C(c1cc2ccccc2oc1=O)N(Cc1cccs1)Cc1cccs1 | 23µM* | -5% | ?

Continued, starting with the last five of the part before.
SMILES | DT40 TDP1 no CPT | TDP1 inh | DT40 TDP1 CPT
O=C(Nc1ccc(N2CCN(C(=O)c3ccc(Cl)cc3)CC2)cc1)c1cc2ccccc2o1 | -19% | 6% | ?
COc1cc(OC)cc(C(=O)OC/C(O)=C(\C#N)c2nc3ccccc3[nH]2)c1 | ? | 6% | ?
O=C(COc1ccc2c3c(c(=O)oc2c1)CCCC3)N1CCN(c2ccccc2)CC1 | ? | 5% | ?
O=C(CC12CC3CC(C1)CC(CC(=O)NC1=NCCS1)(C3)C2)NC1=NCCS1 | -4% | 3% | -2%
O=C(c1cc2ccccc2oc1=O)N(Cc1cccs1)Cc1cccs1 | 23µM* | -5% | ?
O=C(NCc1ccco1)c1csc2c1CCCC2 | ? | 3% | 0%
CC(=O)Nc1ccc(C(=O)Nc2ccncc2)cc1 | -25% | / | -12%
COc1ccc(C)cc1NC(=O)c1cc2c(CO)cnc(C)c2oc1=N | -12% | 3% | -7%
CCOC(=O)c1nn(-c2ccccc2)c2nnc(Cc3ccc(Cl)cc3)c(=O)n12 | -6% | 6% | -2%
CC1Cc2cc(S(=O)(=O)CCC(=O)NC3CCCCC3)ccc2N1C(=O)C1CC1 (stereo not given) | 0% | 4% | ?
CC(CC(=O)Nc1cccc(F)c1)S(=O)(=O)c1ccc2c(c1)NC(=O)CO2 (stereo not given) | 2% | 2% | -30%
O=C(Cn1c(=O)oc2ccccc21)N1CCN(c2ccccc2)CC1 | -16% | 0% | -15%
CCOC(=O)CSc1nnnn1-c1cccc2ccccc12 | -14% | -1% | -13%
Cc1ccc(C2CC(c3cccc(Br)c3)Nc3nnnn32)cc1 (stereo not given) | -19% | -5% | -26%
COC(=O)C1=C(C)NC(C)=C(C(=O)OC)C1C(=O)OCc1nnc(-c2ccccc2Cl)o1 | ? | -5% | ?
CC12CC(c3ccccc3O1)C(/C(N)=N/NC(=O)c1ccc(F)cc1)C(=O)N2 (stereo not given) | -8% | 4% | 9%
O=C1c2cc([N+](=O)[O-])ccc2-c2cc(Br)c(N=C(NO)C(F)(F)F)cc21 | ? | / | -7%
CCOP(=O)(OCC)C1NC(=O)N(c2ccccc2)C1=O (stereo not given) | 5% | / | 2%
CCc1ccc(NC(=O)c2cnn(-c3ccccc3)c2C)cc1 | ? | 3% | -4%
O=C(NC(Cc1ccccc1)C(=O)O)/C(=C/c1cccc(Br)c1)NC(=O)c1ccco1 (stereo not given) | -27% | 4% | 7%
CN(CC(=O)Nc1ccccc1Cl)C(=O)COC(=O)CSc1ccc(Cl)cc1 | 9% | -1% | -21%
CSc1nnc(-c2ccc(NC(N)=S)cc2)o1 | -22% | 6% | -13%
O=C(CSCc1ccccc1)NNC(=S)Nc1cccc(Cl)c1Cl | ? | 6% | ?
CS(=O)(=O)N(CC(=O)Nc1ccccc1C(=O)N1CCOCC1)c1ccc2c(c1)OCO2 | -3% | -5% | ?
O=C(C[C@@H]1CC[C@H](NC(=O)c2ccc3c(c2)OCO3)[C@@H](CO)O1)NCc1ccc(F)cc1 | 12µM* | / | ?
CC(CNC(=O)CCc1ccccc1)NC(=O)CCc1ccccc1 (stereo not given) | -11% | / | 6%
Cc1ccc(-c2ccc(S(=O)(=O)N3CCN(C)CC3)cc2)cc1 | -5% | 4% | 1%
O=C(c1cc(-c2cccs2)nc2ccccc12)N1CCN(CCO)CC1 | -2% | 0% | 4%
COc1ccc(/C([O-])=C(/C(=S)Nc2ccc(C)c(C)c2)n2c[n+](C)c3ccccc32)cc1OC | ? | 0% | 29µM*
O=[N+]([O-])c1ccccc1/C=N/n1c(-c2cccnc2)n[nH]c1=S | -1% | 8% | 23%
CC(=O)c1c[nH]c(C(=O)Nc2ccc(N3CCCCCC3)cc2)c1 | ? | 6%[56.1 µM] | ?
CCn1c(SCC(=O)Nc2nc(C)cs2)nnc1-c1cccnc1 | -24% | 0% | -5%
Cc1ccc(/C(N)=N/OC(=O)c2cc(-c3ccccc3)nc3ccccc23)cc1 | ? | 4% | -28%
CCCCCCCCN1C(=O)[C@H](CC(=O)NCCCC)C[C@@]2(C(=O)OC)CC(C)(C)CC=C12 | 12µM* | / | 10µM*
Cc1ccc(CN2C(=O)CCC2(C)c2nnnn2Cc2ccccc2)cc1 (stereo not given) | -15% | / | -12%

Assay outcomes deposited in PubChem by National Center for Advancing Translational Sciences (NCATS).
